CRFR2-BP antag = antagonists of CRF-BP/CRF-R2 complex, primary screen, cell-based, HEK293, calcium dye fluorescence, uHTS | inhibition, % at 11.8 µM | 0.59% of 350,000 active | CRF-induced calcium fluorescence;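 active = inhibition of the ligand-induced calcium signal above about 50% at the single tested concentration, limit read from the data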
M5 PAM = human M5 muscarinic receptor positive allosteric modulators, primary screen, CHO-K1 cells, Fluo-8 calcium fluorescence; Muscarinic acetylcholine receptor M5 (Homo sapiens), P08912; CHO-K1 hM5, ACh EC20 PAM; 0% = ACh EC20, 100% = ACh EC100; activation, % at 3 µM; 0.3% of 360,000 active;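 active = activation above the run cutoff, the mean activation of all test compounds plus 3 SD, cut at about 18% in these data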
Target sequence (P08912 whole entry, looked up): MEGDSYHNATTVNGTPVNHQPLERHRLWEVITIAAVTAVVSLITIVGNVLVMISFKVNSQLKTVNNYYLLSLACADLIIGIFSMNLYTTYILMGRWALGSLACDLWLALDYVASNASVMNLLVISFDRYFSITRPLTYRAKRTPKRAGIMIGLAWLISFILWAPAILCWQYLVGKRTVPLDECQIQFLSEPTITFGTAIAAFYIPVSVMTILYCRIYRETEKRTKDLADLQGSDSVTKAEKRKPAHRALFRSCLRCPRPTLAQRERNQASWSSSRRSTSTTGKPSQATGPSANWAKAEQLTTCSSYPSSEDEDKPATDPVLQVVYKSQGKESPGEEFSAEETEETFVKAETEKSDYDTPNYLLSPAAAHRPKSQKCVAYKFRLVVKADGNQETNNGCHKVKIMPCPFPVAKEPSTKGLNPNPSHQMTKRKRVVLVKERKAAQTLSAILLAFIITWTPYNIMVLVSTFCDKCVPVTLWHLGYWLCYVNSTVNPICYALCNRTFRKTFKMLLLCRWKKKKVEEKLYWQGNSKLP
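system = human M5 receptor in CHO-K1 cells | reagent = EC20 acetylcholine as agonist stimulus | compound dosing = single-point, 3 µM nominal | incubation = Fluo-8 loading 80 min at 37 °C plus 30 min room temperature | detection = Fluo-8 calcium dye fluorescence, kinetic read | benchmarks = low control EC20 acetylcholine (0%), high control EC100 acetylcholine (100%)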
M5 ag = human M5 muscarinic receptor agonists, primary screen, CHO-K1 cells, Fluo-8 calcium fluorescence. activation, % at 3 µM. CHO-K1 hM5 cells; 0% DMSO wells, 100% maximal acetylcholine response. 0.19% of 360,000 active. Muscarinic acetylcholine receptor M5 (Homo sapiens), P08912. AID 624037, 2012;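 active = activation above the run's mean over test compounds plus 3 SD, cut at about 23% in these data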;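 also: signal is peak over basal fluorescence ratio across the kinetic read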
CRFR2-BP ag = agonists of CRF-BP/CRF-R2 complex, primary screen, cell-based, HEK293, calcium dye fluorescence, uHTS; 0.46% of 350,000 active; AID 588473, 2011; activation, % at 13.2 µM; calcium dye fluorescence (FLIPR); percent of saturating CRF peptide response;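 active = activation of at least 50%, plus an integration ratio under a set limit after plate pattern correction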;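 also: plate controls were neutral control wells without compound for no effect and CRF at EC100 for full effect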
IDE cell inh = human IDE inhibitors in live cells, primary screen, fluorescence polarization, HEK cells, FAbetaB substrate; Insulin-degrading enzyme (Homo sapiens), P14735; FAbetaB cleavage; inhibition, % at 5.59 µM; 0.41% of 320,000 active;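 active = percent inhibition above the average of all tested compounds plus 3 SD, set per screening campaign, cut at about 16% in these data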;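 also: IDE supplied by intact live HEK cells; FP after avidin binding of uncleaved biotin substrate so inhibition keeps polarization high; 0% = DMSO wells and 100% = 60 µM reference IDE inhibitor Ii1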
CHRM4 agonist = human M4 muscarinic receptor agonists, primary screen, CHO-K1 cells, Fluo-8 calcium fluorescence. 0.14% of 360,000 active. activation, % at 3 µM. Muscarinic acetylcholine receptor M4 (Homo sapiens), P08173. CHO-K1 hM4/Gqi5; vehicle 0%, full acetylcholine response 100%;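 active = activation above the run mean over all test wells plus 3 SD, cut at about 32% in these data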;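 also: peak over basal fluorescence ratio per well then scaled between controls; 0% = DMSO wells and 100% = acetylcholine at EC100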
Target sequence (P08173 whole entry, looked up): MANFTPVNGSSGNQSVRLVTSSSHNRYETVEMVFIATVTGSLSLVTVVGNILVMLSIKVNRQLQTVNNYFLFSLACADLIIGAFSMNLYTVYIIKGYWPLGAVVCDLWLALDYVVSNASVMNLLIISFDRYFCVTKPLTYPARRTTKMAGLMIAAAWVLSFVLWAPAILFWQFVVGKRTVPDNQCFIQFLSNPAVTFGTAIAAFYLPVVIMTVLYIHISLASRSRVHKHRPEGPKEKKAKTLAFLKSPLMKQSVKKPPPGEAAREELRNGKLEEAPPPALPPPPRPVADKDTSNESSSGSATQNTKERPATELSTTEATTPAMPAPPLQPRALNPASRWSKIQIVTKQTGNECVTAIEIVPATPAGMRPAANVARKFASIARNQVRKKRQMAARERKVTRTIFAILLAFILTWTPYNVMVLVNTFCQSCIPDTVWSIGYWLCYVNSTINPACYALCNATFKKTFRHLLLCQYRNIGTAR
CHRM4 antagonist = human M4 muscarinic receptor antagonists, primary screen, CHO cells, Fluo-8 calcium fluorescence; CHO-hM4 cells, ACh EC80; inhibition, % at 3 µM; 0.73% of 360,000 active; Muscarinic acetylcholine receptor M4 (Homo sapiens), P08173;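 active = inhibition above its plate's cutoff, the mean inhibition of sample wells plus 3 SD, cut at about 27% in these data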;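 also: 0% = acetylcholine EC80 with DMSO and 100% = DMSO without agonist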
CHRM4 PAM = human M4 muscarinic receptor positive allosteric modulators, primary screen, CHO-K1 cells, Fluo-8 calcium fluorescence; CHO-K1 hM4/Gqi5, ACh EC20; 0% = ACh EC20, 100% = maximal ACh; activation, % at 3 µM; 0.4% of 360,000 active; AID 624126, 2012;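 active = activation above its plate's cutoff, the mean activation of sample wells plus 3 SD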; also: some results filed as inactive read as strong as hits
CHRM5 antagonist = human M5 muscarinic receptor antagonists, primary screen, CHO cells, Fluo-8 calcium fluorescence; Muscarinic acetylcholine receptor M5 (Homo sapiens), P08912; CHO-hM5 cells, ACh EC80; inhibition, % at 3 µM; 0.59% of 360,000 active; AID 624040, 2012;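 active = inhibition above a per-plate cutoff, the mean of that plate's test compounds plus 3 SD, cut at about 27% in these data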;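 also: 0% = acetylcholine EC80 with DMSO and 100% = DMSO without agonist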
An asterisk follows results filed as active; nt = not tested or not shown.

Sample of the layout (3 entries):
SMILES	CRFR2-BP antag	M5 PAM	M5 ag	CRFR2-BP ag	IDE cell inh	CHRM4 agonist	CHRM4 antagonist	CHRM4 PAM	CHRM5 antagonist
COc1ccccc1CCNC(=O)CSc1nnc2ccc(-c3ccncc3)nn12	-22	-1	-6	-0.2	2	0	2	-11	8
O=C(COc1ccc(Br)cc1)N(Cc1ccco1)C1CCS(=O)(=O)C1 (stereo unspecified)	-6	3	0	-0.6	-1	1	-6	6	-8
CN(C)S(=O)(=O)c1ccc(N2CCOCC2)c(C(=O)NCc2ccc3c(c2)OCO3)c1	-24	-14	4	2.9	3	8	-2	5	17

The listing, previewed entries included:
SMILES	CRFR2-BP antag	M5 PAM	M5 ag	CRFR2-BP ag	IDE cell inh	CHRM4 agonist	CHRM4 antagonist	CHRM4 PAM	CHRM5 antagonist
COc1ccccc1CCNC(=O)CSc1nnc2ccc(-c3ccncc3)nn12	-22	-1	-6	-0.2	2	0	2	-11	8
O=C(COc1ccc(Br)cc1)N(Cc1ccco1)C1CCS(=O)(=O)C1 (stereo unspecified)	-6	3	0	-0.6	-1	1	-6	6	-8
CN(C)S(=O)(=O)c1ccc(N2CCOCC2)c(C(=O)NCc2ccc3c(c2)OCO3)c1	-24	-14	4	2.9	3	8	-2	5	17
CC(=O)c1ccc(NC(=O)Oc2ccccc2)cc1	-6	-3	0	1.3	5	4	-5	12	-5
Cc1cccc(N=Cc2[nH]c3ccc(Br)c(Cl)c3c2O)c1	-190	3	4	192*	22*	2	5	0	2
O=C(CSc1nnc2c(n1)[nH]c1ccccc12)Nc1nncs1	-1	-2	-2	0.2	-3	3	0	-1	5
COc1ccc(S(=O)(=O)NNC(=O)c2ccc([N+](=O)[O-])cc2)cc1	-2	11	-7	0.3	2	1	-6	-4	-6
CCOC(=O)N1CCC(NC(=O)c2ccc(CNS(=O)(=O)c3ccc(F)cc3)cc2)CC1	-7	-2	0	3.4	-4	1	7	-5	5
Cc1cc(=O)[nH]c(-n2[nH]c(C)cc2=O)n1	7	4	-1	1.7	4	-1	3	-1	-1
CC(C)C#Cc1cnc2c(c1)C(=O)N([C@@H](C)CO)C[C@@H](C)[C@H](CN(C)Cc1cccc(F)c1)O2	9	5	-3	0.0	nt	1	-15	5	-7
CCCCN1CC2=C(C1=O)C(c1ccc(O)cc1)NC(=O)N2C (stereo unspecified)	5	3	0	-5.0	-4	0	-3	5	8
CC12CCC(C1)C(C)(C)C2OC(=O)c1ccccc1C(=O)O (stereo unspecified)	28	5	-3	-2.4	3	1	0	9	-8
CSCCC(NC(=O)c1ccccc1Cl)C(=O)Nc1ccc(C)c(S(=O)(=O)N2CCOCC2)c1 (stereo unspecified)	-11	-16	2	15	9	21	2	-8	16
Cc1ccc(C)c(NC(=S)c2ccc3ccccc3n2)c1	-28	0	-2	-0.6	0	0	-2	16	-6
Cc1cc(C)n2nc(C(=O)N/N=C/c3ccco3)nc2n1	1	8	1	-1.2	-4	1	2	-3	-3
COc1ccc(NC(=O)C2(C)Cc3c(-c4ccc5c(c4)OCO5)ccnc3O2)cc1OC (stereo unspecified)	nt	4	-1	nt	nt	1	-4	16	-2
CCOC(=O)N1CCN(C(=O)c2ccc(OC)c(S(=O)(=O)N3CCOCC3)c2)CC1	-11	2	-1	2.4	1	0	-4	0	6
CCOC(=O)N1CCC(NC(=O)c2cnn3c2NC(c2ccco2)CC3C(F)(F)F)CC1 (stereo unspecified)	7	2	-1	12	5	2	10	16	1
CN(C)S(=O)(=O)c1cccc(C(=O)NCC(=O)NC2CCN(Cc3ccccc3)CC2)c1	2	-3	-5	-0.6	-3	1	20	-11	16
COc1cc2nc(N(CCCN(C)C)C(=O)c3ccc(S(=O)(=O)N(C)C4CCCCC4)cc3)sc2cc1OC	-9	4	4	15	1	5	-5	-3	5
COc1ccc(NC(C)C(=O)N/N=C/c2ccc([N+](=O)[O-])s2)cc1 (stereo unspecified)	6	2	0	-1.6	1	4	-6	3	-2
O=C(Nc1ccc(CN2CCCCC2)cc1)c1cccc(Br)c1	-8	1	-8	0.4	6	4	-2	3	2
COc1ccc(/C(C)=N/NC(=O)CNC(=O)C(c2ccccc2)c2ccccc2)c(OC)c1	-1	-1	-1	-0.3	9	3	4	-4	-2
COc1ccc2[nH]c(=O)c(CN(C(C)=O)c3cccc(C)c3)cc2c1	1	1	-3	-1.1	-5	1	5	-5	0
CCOC(=O)C1CCCN(Cc2sccc2C)C1 (stereo unspecified)	-9	1	-8	0.9	-2	0	5	5	7

Following part:
SMILES	CRFR2-BP antag	M5 PAM	M5 ag	CRFR2-BP ag	IDE cell inh	CHRM4 agonist	CHRM4 antagonist	CHRM4 PAM	CHRM5 antagonist
COCCNC(=O)C1CCN(S(=O)(=O)c2ccccc2)CC1	9	-3	2	0.9	1	2	0	6	2
O=C(NCc1ccco1)c1ccccc1SCC(=O)N1CCCC1	12	-5	-1	-0.9	1	1	5	0	10
Cc1ccc(/C=C/c2nc3ccccc3c(=O)[nH]2)cc1	-12	-6	0	1.4	4	-1	-1	4	7
CCC(=O)OCC(=O)C1(OC(=O)CC)[C@H](C)C[C@H]2[C@H]3[C@H]([C@@H](O)C[C@@]21C)[C@@]1(C)C=CC(=O)C=C1C[C@H]3Cl (stereo partly specified)	-24	-6	1	3.2	3	1	-5	-8	3
CCS(=O)(=O)N1CCN(C(=O)c2cc(OC)cc(OC)c2)CC1	-1	-9	1	-2.1	-1	1	-4	1	5
CC(C)Cc1c(O)nc(SCCN2CCOCC2)[nH]c1=O	-7	0	0	-0.1	6	1	9	0	-4
CCOc1cc2nc(-c3ccc(OC)c(OC)c3)nc(NCCCN3CCOCC3)c2cc1OC	9	-6	0	-1.6	7	1	-7	3	2
Cc1ccc(S(=O)(=O)N2CCN(CCNC(=O)C(=O)Nc3ccc(F)cc3)CC2)cc1	5	0	4	-2.8	0	3	-12	-2	5
CC1(C)Cc2nc(N3CCCC3)c(C#N)cc2CO1	16	-3	0	-1.6	3	-1	-9	1	9
CCOc1ccc(Br)cc1S(=O)(=O)Nc1ccc(NC(=O)c2ccccc2C)cc1	-5	2	-2	1.4	13	3	-11	7	1
CN1CCN(C(=S)c2ccc([N+](=O)[O-])cc2)CC1	-1	2	-1	-0.7	2	1	7	-1	-7
O=C(O)/C=C/C(=O)c1c(-c2ccccc2)[nH]c2ccccc12	3	-1	0	0.2	-4	1	-3	3	6
COc1ccc(CC(=O)Nc2nccs2)cc1OC	2	-1	5	-2.9	3	3	-19	9	-3
O=C(C1CCN(c2ccc(N3CCOCC3)nn2)CC1)N1CCN(c2ccc(F)cc2)CC1	11	3	2	-1.5	3	-2	4	-6	-2
CC(NC(=O)c1cccs1)C1CCCO1 (stereo unspecified)	4	8	0	-1.3	-1	1	3	0	-12
CCc1ccccc1NC(=O)CN1CCN(CC(=O)Nc2ccc3c(c2)OC2(CCCCC2)O3)CC1	-2	6	5	-1.0	nt	2	-13	7	-1
O=C(c1cccn(Cc2ccc(Cl)c(Cl)c2)c1=O)N1CCOCC1	-9	-5	-1	-1.0	3	0	4	1	5
COc1ccc(S(=O)(=O)N2CCC(c3nc4ccccc4[nH]3)CC2)cc1	-11	1	-4	-1.1	4	4	6	-2	-1
COc1cccc(NC(=O)N2CCCCCC2)c1	2	4	-2	-1.1	0	1	-3	5	-8
O=C(COc1cccc2ccccc12)N/N=C/c1ccc(Sc2nc3ccccc3s2)o1	-7	2	2	1.0	0	0	4	4	-5
Cn1c(C2=C(O)CN(Cc3ccccc3)C2=N)[n+](C)c2ccccc21	8	-3	-8	0.6	10	1	-11	-4	-5
Cc1cc(N/N=C/c2ccccc2)nc(N2CCOCC2)n1	0	-2	-6	-0.5	1	0	6	-5	8
Cc1cccn2cc(-c3ccccc3)nc12	-12	2	-4	-0.9	4	1	-9	6	0
COc1ccc(S(=O)(=O)NCc2ccc3c(c2)OCO3)cc1C(=O)O	8	6	-2	0.0	0	0	4	3	-7
CC1CCCC(NC(=O)CSc2ccc(F)cc2)C1C (stereo unspecified)	10	-3	-3	-2.4	2	-1	-7	8	-7

(list continues)
SMILES	CRFR2-BP antag	M5 PAM	M5 ag	CRFR2-BP ag	IDE cell inh	CHRM4 agonist	CHRM4 antagonist	CHRM4 PAM	CHRM5 antagonist
COc1ccc(/C=C(\C#N)C(=O)OCC(=O)NC(C)c2ccccc2)cc1 (stereo unspecified)	3	-10	-3	0.2	-3	3	7	-7	5
C#CCNC(=O)C1=C[C@@H](c2ccc(Br)cc2)[C@H](CCCO)[C@@H](OCC)O1	-1	-2	1	0.2	0	6	18	0	15
C=C(C)[C@@H](O)COc1c2ccoc2cc2oc(=O)ccc12	6	-3	3	-1.4	1	2	-3	2	6
Cc1c(C)c2c(OCC(=O)O)cc3c(c2oc1=O)CCC(C)(C)O3	-8	-2	-4	-0.2	-2	2	-5	4	3
COc1ccc(Nc2nc(N)nc(CN3CCC(C)CC3)n2)cc1	1	5	0	-1.4	-1	0	7	2	5
CCc1ccc(OC(=O)c2cncc(Br)c2)cc1	-20	-5	-5	2.3	4	1	-9	-2	15
CCNC(=O)C1CCCN(C(=O)c2ccc(OC)cc2OC)CC1 (stereo unspecified)	nt	2	0	nt	nt	1	-9	10	-4
NS(=O)(=O)c1ccc(N2CCN(S(=O)(=O)Cc3ccccc3)CC2)nc1	-3	-2	1	-2.0	3	3	-6	-1	9
Cc1ccccc1Nc1nc(N)nc(CSCC(=O)Nc2cccc(Br)c2)n1	-30	4	5	-2.4	1	11	-14	9	4
CCOC(=O)/N=C(/NC(=O)Nc1ccc(C(=O)OCC)cc1)OC	3	-3	-6	0.1	3	4	-3	2	0
CCOc1cccc2cc(C(=O)Nc3ccccc3-c3ccccc3)c(=O)oc12	-10	4	-1	-0.1	4	1	5	-5	-6
CC(C)(C)NC(=O)CN(C(=O)c1snc(C(=O)NC2CCCCC2)c1N)c1ccc(F)cc1	-20	4	0	3.8	-2	1	-7	-6	8
CC(=O)Oc1ccc(Cn2c(C)c(C(=O)NCc3ccc4c(c3)OCCO4)sc2=O)cc1	nt	-6	6	nt	nt	12	3	-7	4
Cc1ccccc1-c1nc(Cc2ccccc2)no1	10	2	-2	-0.5	-3	0	-11	7	-6
CC(C)CNC(=O)C1(C)CCCN1C(=O)CCc1cccs1 (stereo unspecified)	nt	0	-1	nt	nt	1	-14	6	-4
Cn1nnc2cc(NC(=O)N3CCN(c4ccccn4)CC3)ccc21	10	6	0	0.6	-5	2	-6	13	-3
O=C(Cc1cccc2ccccc12)N/N=C/C=C/c1cccc([N+](=O)[O-])c1	2	-3	-1	-1.8	4	0	6	0	-4
Fc1ccc2c(c1)C(c1ccc(N3CCOCC3)cc1)=NNC(c1cccs1)=N2	-28	-2	-1	0.1	4	-1	4	-2	10
CC(=O)Nc1ccc(S(=O)(=O)NCCC(=O)NC(C)c2cccs2)cc1 (stereo unspecified)	2	13	1	1.0	1	1	-1	11	-5
